Bioassay records as filed in PubChem.
C diff HTS = blocks growth of Clostridium difficile; Clostridium difficile clinical isolate growth, OD600, 24 h; stronger effect = lower value; growth activity, negative = inhibition, % at 16 µg/mL (by protocol); 86,000 compounds, 0.25% hits; AID 1259249;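 active means mean growth activity at or below -80% and every replicate also at or below -80%; inconclusive means mean at or below -80% but some replicate above -80%; inactive means mean growth activity above -80%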;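 further: 0% = DMSO wells and -100% = levofloxacin 16 µg/mL wells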
Tcruzi prolif = inhibitors of T. cruzi proliferation; 77,000 compounds, 5.9% hits; inhibition, % at 8.34 µM; T. cruzi beta-gal in NIH3T3, GalScreen luminescence, 90 h;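 active means mean inhibition above about 93%, with at least 55% of replicates each passing it, limit read from the data, passing the limit was not always enough; inconclusive means only one of those two conditions holds; inactive means neither condition holds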
Pf Dd2 inh = blocks growth of Plasmodium falciparum Dd2 parasites; P. falciparum Dd2 growth, SYBR Green, 72 h; stronger effect = lower value; activity change, % at 10 µM; 94,000 compounds, 2.3% hits; in the data active means activity change below about -80%; inconclusive means no clear call, values can overlap the other calls
GASC1 inh = KDM4C (human) demethylase inhibition. Q9H3R0. AID 720574. 96,000 compounds, 0.15% hits. GST-KDM4C 2-372, H3K9me3 peptide, LANCE TR-FRET. inhibition, % at 12.5 µM;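 active means mean replicate inhibition above about 25%, with at least 55% of replicates also reaching it, limit read from the data, passing the limit was not always enough; inconclusive means only one of those two conditions met; inactive means neither condition met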
Target sequence (Q9H3R0 2-372 limits assumed): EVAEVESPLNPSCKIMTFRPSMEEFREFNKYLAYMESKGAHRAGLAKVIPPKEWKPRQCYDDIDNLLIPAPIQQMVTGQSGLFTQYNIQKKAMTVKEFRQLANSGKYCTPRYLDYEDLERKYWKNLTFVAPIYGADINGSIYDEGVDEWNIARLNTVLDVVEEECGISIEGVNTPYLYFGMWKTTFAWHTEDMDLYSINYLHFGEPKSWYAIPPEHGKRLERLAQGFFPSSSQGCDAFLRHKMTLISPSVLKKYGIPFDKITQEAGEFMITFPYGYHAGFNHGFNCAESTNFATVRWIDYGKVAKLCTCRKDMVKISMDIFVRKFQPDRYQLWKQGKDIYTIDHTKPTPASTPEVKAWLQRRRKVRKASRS
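Material: GST-tagged GASC-1 (JMJD2C) catalytic fragment, aa 2-372. Input: enzyme final amount 10 nM. Medium: HEPES buffer, pH 7.5, plus ascorbate. Reagent: H3K9me3 peptide substrate, Fe(II), 2-oxoglutarate. Doses: single dose. Times: reaction 30 min RT, detection step 1 h RT. Measured by: LANCE TR-FRET. Evaluation: Fall in 671/618 emission ratio as inhibition.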
Active calls of the source: *; ? = inconclusive; . = not tested or not shown; & = joins results of further samples. Not a hit list. Share with any hit: about 7.2%.

SMILES,GASC1 inh,Tcruzi prolif,C diff HTS,Pf Dd2 inh
C[C@@H]1CCCCO[C@H](CN(C)C(=O)C2CCCCC2)[C@@H](C)CN([C@H](C)CO)C(=O)c2cc(NC(=O)NC3CCCCC3)ccc2O1,0.6,-132,2,-3
O=C(NCC[C@@H]1CC[C@H](NS(=O)(=O)c2ccc(Cl)cc2)[C@@H](CO)O1)Nc1ccc(F)cc1,-0.2,.,-1,-2
O=C(c1ccc2c(c1)OCO2)N1C[C@H]2[C@@H](c3ccccc31)[C@@H](CO)N2Cc1ccc2c(c1)OCO2,4.7,24,11,2
Cc1ccccc1CN(C)C[C@H]1OCc2cn(nn2)CCCC(=O)N([C@@H](C)CO)C[C@H]1C,0.2,1,.,-11
CN1C(=O)c2cc(NC(=O)C3CCOCC3)ccc2OC[C@@H]2O[C@H](CC(=O)NCc3ccc4c(c3)OCO4)CC[C@@H]21,-1.3,-62,-12,.
CCCC(=O)Nc1ccc2c(c1)C(=O)N(C)C[C@@H](OC)[C@@H](C)CN(C(=O)CN(C)C)[C@H](C)CO2,0.1,-34,.,36
C[C@H]1CN([C@@H](C)CO)S(=O)(=O)c2ccc(C#Cc3ccncc3)cc2O[C@H]1CN(C)S(=O)(=O)c1ccccc1,-13,70,2,-40
Cc1noc(C)c1NC(=O)N(C)C[C@@H]1Oc2ccc(NS(=O)(=O)c3c(C)noc3C)cc2CC(=O)N([C@H](C)CO)C[C@@H]1C,-1.2,-14,-3,21
O=S(=O)(c1cccs1)N1CCCCN2[C@H](C1)[C@H](c1ccc(C3=CCCC3)cc1)[C@@H]2CO,-0.8,76,-1,15
COc1ccc(S(=O)(=O)Nc2cccc3c2O[C@@H](CN(C)Cc2ccc(C(=O)Nc4ccccc4N)cc2)[C@H](C)CN([C@@H](C)CO)C3=O)cc1,-1.9,.,0,-62
COCCNC(=O)C[C@H]1C[C@@H]2c3cc(NC(=O)COC)ccc3O[C@@H]2[C@H](CO)O1,4.1,-15,-5,20
Cc1ccccc1-c1ccc([C@H]2[C@H]3CN(C(=O)Nc4cccc(F)c4)CC(=O)N3[C@H]2CO)cc1,-1.1,.,45,5
O=C(NCC[C@H]1CC[C@H](NS(=O)(=O)c2ccc(F)cc2)[C@H](CO)O1)c1ccc2c(c1)OCO2,-2.2,12,-2,0
COc1ccc(S(=O)(=O)N(C)C[C@H]2OCc3cn(nn3)CCCC(=O)N([C@@H](C)CO)C[C@H]2C)cc1,-0.6,-20,.,-23
CNC[C@H]1Oc2ncc(C#Cc3cccc(OC)c3)cc2C(=O)N([C@@H](C)CO)C[C@H]1C,-2.3,-31,.,-38
N#C[C@H]1[C@H](c2ccccc2)[C@H](CO)N1S(=O)(=O)c1ccc(-c2ccccc2)cc1,-0.2,73,9,1
N#C[C@@H]1[C@H](c2ccc(C#CC3CCCC3)cc2)[C@H](CO)N1C(=O)Cc1ccccn1,1.3,.,-12,-58
CN1C(=O)c2cc(NC(=O)C3CC3)ccc2OC[C@@H]2O[C@H](CC(=O)NCC3CCCCC3)CC[C@H]21,1.0,0,1,-8
C[C@@H]1CN([C@@H](C)CO)C(=O)c2cc(C#C[C@@H](C)O)cnc2O[C@H]1CN(C)C(=O)CN(C)C,0.4,19,0,23
Cc1ccc(-c2ccc3c(c2)O[C@@H](CN(C)C(=O)Nc2ccc(F)cc2)[C@@H](C)CN([C@@H](C)CO)S3(=O)=O)cc1,0.0,121*,51,-44
COc1ccccc1CNC(=O)C[C@H]1C[C@@H]2c3cc(NS(=O)(=O)c4ccc(F)cc4)ccc3O[C@@H]2[C@H](CO)O1,-1.1,78,-4,-1
Cc1noc(C)c1NC(=O)N(C)C[C@H]1Oc2cc(C#CCC3CCCC3)ccc2S(=O)(=O)N([C@@H](C)CO)C[C@H]1C,15,.,18,-1
CN(C)C(=O)c1cccc(-c2ccc([C@@H]3[C@@H](CO)N4C(=O)CN(C(=O)C5CCC5)C[C@@H]34)cc2)c1,-1.3,.,2,5
CCCC(=O)Nc1ccc2c(c1)OC[C@@H](C)N(C(=O)Cc1cccnc1)C[C@@H](C)[C@H](OC)CN(C)C2=O,-1.6,12,-3,18
Cc1noc(C)c1NC(=O)N(C)C[C@@H]1Oc2ccc(NC(=O)Nc3ccc4c(c3)OCO4)cc2C(=O)N([C@@H](C)CO)C[C@H]1C,0.3,5,-1,17
Cc1ccc(-c2ccc3c(c2)O[C@H](CN(C)C(=O)C2CCC2)[C@@H](C)CN([C@H](C)CO)S3(=O)=O)cc1,-0.9,57,-9,-44
CN(C)C(=O)[C@H]1[C@H](CO)[C@H]2Cn3c(ccc(-c4ccccc4)c3=O)[C@H]2N1C(=O)c1ccccn1,0.8,4,-1,.
C/C=C/c1ccc([C@@H]2[C@@H](CO)N3C(=O)CN(C(=O)c4ccncc4)C[C@@H]23)cc1,-1.1,.,3,-1
C/C=C/c1ccc([C@@H]2[C@@H](CO)N(C(=O)c3cnccn3)C23CN(C(C)=O)C3)cc1,-0.7,.,-5,3
N#Cc1ccc(-c2ccc(C3[C@@H]4CN(S(=O)(=O)c5ccc(F)cc5)C[C@H]3N4)cc2)cc1 (some centres undefined),-0.6&-0.4,.,11&-3,?
CCNC(=O)C[C@@H]1CC[C@H]2[C@H](COc3ccc(NC(=O)c4cc(C)on4)cc3C(=O)N2C)O1,2.4,-28,0,2
CCC(=O)N1[C@H](CN(CC)C(=O)c2ccccc2)[C@H](c2ccccc2)[C@@H]1CO,-0.6,80,14,18
O=C(C[C@@H]1CC[C@H](NC(=O)CC2CC2)[C@@H](CO)O1)NCc1ccccc1,9.7,.,3,13
CCCN1C[C@H](C)[C@H](OC)CN(C)C(=O)c2cc(NC(=O)COC)ccc2OC[C@H]1C,-0.2,23,-6,15
C[C@@H]1CN([C@H](C)CO)C(=O)Cc2cc(NC(=O)CCCCCC(=O)Nc3ccccc3N)ccc2O[C@@H]1CN(C)S(=O)(=O)c1ccc(Cl)cc1,0.7,58,.,-75
Cc1noc(C)c1NC(=O)N(C)C[C@H]1Oc2ccc(NC(=O)c3ccncc3)cc2CC(=O)N([C@@H](C)CO)C[C@@H]1C,-18,8,-4,2
COCC(=O)N(C)C[C@H]1Oc2ncc(C#Cc3ccccc3OC)cc2C(=O)N([C@@H](C)CO)C[C@H]1C,-2.9,17,2,23
CCNC(=O)C[C@@H]1CC[C@@H]2[C@H](COc3ccc(NC(=O)Cc4ccccc4)cc3C(=O)N2C)O1,2.8,11,2,1
C[C@@H]1CCCCO[C@H](CN(C)C(=O)Cc2ccccc2)[C@@H](C)CN([C@H](C)CO)C(=O)c2cc(NC(=O)C3CCCCC3)ccc2O1,-0.5,34,2,-8
COc1ccccc1NC(=O)N1CCCCN2[C@H](CO)[C@H](c3ccc(C#CC4CC4)cc3)[C@H]2C1,.,.,40,-79
COc1ccc(S(=O)(=O)N(C)C[C@H]2Oc3c(NC(=O)Nc4ccc(F)cc4)cccc3C(=O)N([C@@H](C)CO)C[C@H]2C)cc1,-2.6,38,-10,-58
CCC(=O)N1CC2(C1)[C@@H](c1ccccc1)[C@H](CO)N2C(=O)NC(C)C,-0.8,.,2,5
C[C@H](CO)N1C[C@H](C)[C@H](CN(C)C(=O)NC2CCCCC2)Oc2ccc(NS(=O)(=O)c3ccc(F)cc3)cc2CC1=O,-0.5,5,3,14
COCC#Cc1ccc2c(c1)O[C@H](CN(C)C(=O)C1CCCCC1)[C@@H](C)CN([C@@H](C)CO)S2(=O)=O,-0.9,29,-1,-25
COc1ccc2c3c([nH]c2c1)[C@@H](CO)N(S(C)(=O)=O)CC31CCN(C(=O)Cc2cccnc2)CC1,-0.3,.,-4,-71

Part of the list above in order of SMILES length, descending:
SMILES,GASC1 inh,Tcruzi prolif,C diff HTS,Pf Dd2 inh
CCNC(=O)C[C@@H]1CC[C@H]2[C@H](COc3ccc(NC(=O)c4cc(C)on4)cc3C(=O)N2C)O1,2.4,-28,0,2
COc1ccccc1NC(=O)N1CCCCN2[C@H](CO)[C@H](c3ccc(C#CC4CC4)cc3)[C@H]2C1,.,.,40,-79
CCCN1C[C@H](C)[C@H](OC)CN(C)C(=O)c2cc(NC(=O)COC)ccc2OC[C@H]1C,-0.2,23,-6,15
CCC(=O)N1[C@H](CN(CC)C(=O)c2ccccc2)[C@H](c2ccccc2)[C@@H]1CO,-0.6,80,14,18
O=C(C[C@@H]1CC[C@H](NC(=O)CC2CC2)[C@@H](CO)O1)NCc1ccccc1,9.7,.,3,13
CCC(=O)N1CC2(C1)[C@@H](c1ccccc1)[C@H](CO)N2C(=O)NC(C)C,-0.8,.,2,5

The list continues.
SMILES,GASC1 inh,Tcruzi prolif,C diff HTS,Pf Dd2 inh
COCC(=O)Nc1ccc2c(c1)C(=O)N(C)[C@H]1CC[C@H](CC(=O)NCc3ccccc3Cl)O[C@@H]1CO2,-1.9,-4,2,-61
CO[C@H]1CN(C)C(=O)c2ccc(NC(=O)C3CCCC3)cc2OC[C@@H](C)N(S(C)(=O)=O)C[C@@H]1C,0.3,0,.,2
Cc1noc(C)c1NC(=O)N(C)C[C@H]1Oc2ncc(C#CCN(C)C)cc2C(=O)N([C@H](C)CO)C[C@H]1C,1.8,-4,-1,35
C[C@@H]1CCCCO[C@H](CN(C)C(=O)Nc2ccc3c(c2)OCO3)[C@H](C)CN([C@@H](C)CO)C(=O)c2cc(NC(=O)Cc3ccccc3)ccc2O1,13,?,1,-74
CC(C)NC(=O)Nc1ccc2c(c1)C(=O)N([C@H](C)CO)C[C@H](C)[C@@H](CN(C)C(=O)Nc1ccc(C(F)(F)F)cc1)O2,0.9,46,1,-5
O=C(c1ccncc1)N1CC[C@H]2[C@H](CO)Nc3ccc(-c4ccccc4)cc3[C@H]21,-1.7,87,-10,3
COCC#Cc1ccc([C@@H]2[C@@H](CO)N3CCCCN(S(=O)(=O)c4ccccc4F)C[C@@H]23)cc1,.,85,-2,6
C[C@H](O)C#Cc1ccc2c(c1)O[C@H](CN(C)CC1CCOCC1)[C@@H](C)CN([C@H](C)CO)S2(=O)=O,.,48,2,7
O=C(C[C@@H]1C=C[C@H](NC(=O)Nc2ccc(C(F)(F)F)cc2)[C@H](CO)O1)NCc1ccccn1,-0.5,40,-8,-9
COC(=O)C[C@H]1CC[C@H]2[C@@H](COc3ccc(NC(=O)c4cc(F)cc(F)c4)cc3C(=O)N2C)O1,-2.1,-47,0,12
COc1ccc2c3c(n(C)c2c1)[C@@H](CO)N(C(C)=O)CC31CCN(C(=O)Nc2ccc(F)cc2)CC1,-0.5,.,-1,-83*
Cc1noc(C)c1NC(=O)N(C)C[C@@H]1OCCCC[C@@H](C)Oc2ccc(NC(=O)c3ccncc3)cc2C(=O)N([C@H](C)CO)C[C@H]1C,-4.0,22,-1,44
C[C@@H]1CN([C@H](C)CO)C(=O)c2cccc(NC(=O)C3CCCCC3)c2O[C@@H]1CN(C)CC1CC1,3.2,-14,-2,3
C[C@H]1CN([C@@H](C)CO)S(=O)(=O)c2ccc(C#CC3CC3)cc2O[C@H]1CN(C)C(=O)c1ccccn1,9.0,7,-3,-17
C[C@@H]1CCCCO[C@@H](CN(C)C(=O)Nc2cccc3ccccc23)[C@@H](C)CN([C@H](C)CO)C(=O)c2cc(NS(=O)(=O)c3ccccc3)ccc2O1,-2.2,.,.,-40
CO[C@H]1CN(C)C(=O)c2ccc(NS(C)(=O)=O)cc2OC[C@@H](C)N(S(C)(=O)=O)C[C@@H]1C,2.4,3,0,31
COc1cccc(NC(=O)N[C@@H]2CC[C@H](CC(=O)N3CCN(C)CC3)O[C@@H]2CO)c1,0.3,-10,3,15
Cc1noc(C)c1NC(=O)N[C@H]1C=C[C@@H](CC(=O)N2CCCCC2)O[C@H]1CO,-1.0,49,-1,22
C[C@H](CO)N1C[C@H](C)[C@@H](CN(C)C(=O)C2CC2)Oc2cc(C#Cc3ccccn3)ccc2S1(=O)=O,-0.6,49,-3,1
O=C(C[C@@H]1CC[C@H](NC(=O)CCN2CCCCC2)[C@H](CO)O1)NCc1ccc(Cl)c(Cl)c1,-1.2,-16,.,6
CCS(=O)(=O)N1[C@H](CO)[C@@H](c2ccccc2)C12CN(C(=O)c1ccccc1F)C2,-1.6,.,-5,-5
CC(=O)N[C@H]1CC[C@@H](CC(=O)NCc2ccc(Cl)cc2)O[C@@H]1CO,-0.5,-13,1,-6
CO[C@H]1CN(C)C(=O)c2ccc(NC(=O)C3CCC3)cc2OC[C@@H](C)N(Cc2ccccn2)C[C@@H]1C,3.1,-19,.,-15
